UDG counterscr: UDG inhibition counter-screen | FRET deamination/UDG coupled assay, UDG read, 4 h | Potency, µM (titrated, usually from 115 µM), without a hit: top-dose activity change, negative = inhibition, most hits filed as inhibitors | 91,000 tested, 0.14% active; further: nearly all actives have a fitted effect of over 65% in size
AID inh: inhibitors of human activation induced cytidine deaminase. Q9GZX7. AID deamination FRET fluorescence, UDG-coupled, 4 h. Potency, µM (highest dose often 115 µM), without a hit: at the highest dose activity change, negative = inhibition, hits mostly inhibitors. 91,000 tested, 0.32% active; further: nearly all actives have a fitted effect of over 25% in size
Target sequence (Q9GZX7 whole entry, looked up): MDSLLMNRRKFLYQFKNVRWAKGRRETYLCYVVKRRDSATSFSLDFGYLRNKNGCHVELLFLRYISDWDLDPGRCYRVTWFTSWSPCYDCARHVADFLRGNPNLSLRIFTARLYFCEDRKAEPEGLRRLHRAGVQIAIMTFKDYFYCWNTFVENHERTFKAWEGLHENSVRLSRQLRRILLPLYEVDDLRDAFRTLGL
* hit, by the source's call; ? = inconclusive; & = joins results of further samples; [ ] = remark or other dose. The call rests on the fitted dose curve; in most records, active means well fitted curve in the direction sought with a large enough effect; inconclusive means small, poorly fitted or top-dose-only effect, or another doubt; inactive means no such curve, though single readings can be large; an effect the other way counts as inactive or inconclusive. On the % scale 0 is the no-effect control and ±100 the full control effect; potency means the concentration at half of the fitted maximal effect. Only part of the results is shown, so the mix of outcomes need not match the whole.

Second line of a record – UDG counterscr | AID inh
O=C(CCc1ccccc1)NCCc1c[nH]c2ccccc12
→ 0% | -10%
COc1cc(Cl)c(C)cc1NC(=O)Cn1ncc2c([nH]c3ccccc32)c1=O
→ -12%[57.5 µM] | 7%
Cn1nc(C(=O)NCc2ccccc2)c2c1-c1ccccc1SC2
→ -7%[57.5 µM] | ?
CC(CC(=O)NC1CCCCC1)(C(=O)O)c1ccccc1 (stereo not drawn)
→ -8% | 2%
COc1ccc(N2C(=O)CCS2(=O)=O)cc1S(=O)(=O)N1CCN(c2ccccc2)CC1
→ -11% | 3%
CCc1ccc(CN2C(=O)c3ccccc3C2C(=O)NCCc2ccc(OC)c(OC)c2)cc1 (stereo not drawn)
→ -5% | -9%
Cn1c(COc2ccccc2Cl)nnc1SCCn1cccn1
→ 4% | -2%
COc1ccc(OC)c(S(=O)(=O)NCCc2csc(-c3cccc(F)c3)n2)c1
→ 0% | 3%
CCOC(=O)c1c(NC(=O)/C(C#N)=C/c2ccccc2)sc2c1CCC2
→ 14% | 0%
CCN(CC)CCOC(=O)c1ccc(NC(=O)c2nn(C)c3c2COc2ccccc2-3)cc1
→ -2%[57.5 µM] | -6%
NS(=O)(=O)c1ccc(N/N=C/c2sc(Nc3ccccc3)nc2Cl)c([N+](=O)[O-])c1
→ -6% | -1%
Cc1ccc(-n2c(=O)c3sc4ccccc4c3n(CC(=O)NC3CCCC3)c2=O)cc1C
→ -6% | -12%
CCc1ccc2c(c1)C(O)(CC(=O)c1ccc(F)cc1)C(=O)N2 (stereo not drawn)
→ 2% | -4%
Cc1cccc(N2CCN(C(=O)C3CCN(S(=O)(=O)c4c(C)noc4C)CC3)CC2C)c1 (stereo not drawn)
→ -1% | -7%
COc1ccc(-c2noc(CN(C(=O)Nc3cccc4ccccc34)C(C)C)n2)cc1
→ 0% | -1%
CCS(=O)(=O)N1CC(=O)N(c2cccc(C)c2C)C(C)(C(=O)NC2CCCCCC2)C1 (stereo not drawn)
→ ? | 2%
CCN(CC(=O)NC)S(=O)(=O)N1CCCCCC1
→ -8% | -5%
CC(Oc1ccc(F)cc1)C(=O)Nc1ccc2nsnc2c1 (stereo not drawn)
→ -7% | 7%
Cc1ccc(Cl)cc1N1CCN(C(=O)CN2C(=O)COc3ccc(S(=O)(=O)N4CCOCC4)cc32)CC1
→ 7% | 14%
COc1ccc(NC(=O)Cn2ccn(-c3ccc(F)c(F)c3)c(=O)c2=O)cc1Cl
→ -5%[57.5 µM] | -6%
CCOc1ccc(N2CC(NC(=O)c3cccs3)CC2=O)cc1 (stereo not drawn)
→ 0%&-2% | -17%&9%
CCc1ccc(S(=O)(=O)c2nnn3c2nc(N2CCC4(CC2)OCCO4)c2sccc23)cc1
→ -3% | -2%
Cc1ccc(CSc2cn(CC(=O)N3CCCCCC3)c3ccccc23)cc1
→ -7% | 10%
CCn1c(C)cc(C(=O)CSc2nc3cc([N+](=O)[O-])ccc3o2)c1C
→ 5% | -1%
Cc1ccc(-c2nnc(Nc3cccc(Br)c3)c3ccccc23)cc1S(=O)(=O)NCC1CCCO1 (stereo not drawn)
→ -15%[57.5 µM] | -6%[57.5 µM]
COc1cc(NC(=O)CCc2c(C)nc3c(-c4ccc(F)cc4)c(C)nn3c2C)cc(OC)c1OC
→ -1% | 12%
CCS(=O)(=O)c1ncc(Cl)c(C(=O)Nc2ccc(S(=O)(=O)N(C)c3ccccc3)cc2)n1
→ -5% | -11%
O=C(/C=C/C=C/c1ccc([N+](=O)[O-])cc1)c1ccccc1
→ 3% | 1%
CCOC(=O)c1[nH]c(C)c(CCC(=O)NCc2ccccc2Cl)c1C
→ 7% | -2%
O=C(CSc1cn(CC(=O)N2CCCCC2)c2ccccc12)NCc1ccccc1Cl
→ -15% | -17%

Rewritten as a markdown table: entries from further up
| Molecule | UDG counterscr | AID inh |
| --- | --- | --- |
| COc1ccc(OC)c(S(=O)(=O)NCCc2csc(-c3cccc(F)c3)n2)c1 | 0% | 3% |
| CCOC(=O)c1c(NC(=O)/C(C#N)=C/c2ccccc2)sc2c1CCC2 | 14% | 0% |
| CCN(CC)CCOC(=O)c1ccc(NC(=O)c2nn(C)c3c2COc2ccccc2-3)cc1 | -2%[57.5 µM] | -6% |
| NS(=O)(=O)c1ccc(N/N=C/c2sc(Nc3ccccc3)nc2Cl)c([N+](=O)[O-])c1 | -6% | -1% |
| Cc1ccc(-n2c(=O)c3sc4ccccc4c3n(CC(=O)NC3CCCC3)c2=O)cc1C | -6% | -12% |

Remaining list, next part:
Second line of a record – UDG counterscr | AID inh
COC(=O)c1[nH]c2ccccc2c1NC(=O)CN1CCC2(CC1)OCCO2
→ -4% | 0%
Fc1ccc(CSc2ncc(-c3ccccc3)nn2)cc1
→ -12% | -11%
COc1cccc(Cn2c(=O)n(-c3cccc(Cl)c3)c(=O)c3c4c(sc32)CN(C(C)=O)CC4)c1
→ -13% | -18%
CCN1CCN(c2ncc3c(n2)CCN(Cc2ccc(OC(C)C)cc2)C3)CC1
→ -5% | 119%[activator]
O=C(/C=C/c1ccc(-c2ccccc2Br)o1)c1ccccc1
→ -11% | -13%
Cc1oc(-c2ccccc2)nc1CC(=O)N(C)CC(=O)Nc1cccc2ccccc12
→ 2% | -1%
Cc1ccc(Oc2nc3c(c(=O)n(Cc4ccccc4Cl)c(=O)n3C)n2C)cc1C
→ 3% | 12%
N#C/C(=C/c1cccc(Oc2ccc(Cl)cc2)c1)c1nc2ccccc2[nH]1
→ 1% | -8%
Cc1ccc(C)c(NC(=O)c2ccc(CN3CC(=O)N4CCCCC4C3=O)cc2)c1 (stereo not drawn)
→ 0% | 0%
CC(C)C(Br)C(=O)Nc1ccc(F)cc1 (stereo not drawn)
→ -1% | 17%
CC(=O)c1ccc(S(=O)(=O)NCc2ccc(C(=O)N3CCN(c4cccc(C)c4)CC3)cc2)cc1
→ -7% | -12%
COc1ccc(/C=C(/Cl)c2nc3ccccc3s2)cc1
→ -4% | 16%
O=C(OC1CCOC1=O)c1ccccc1Sc1ccc(C(F)(F)F)cc1[N+](=O)[O-] (stereo not drawn)
→ -2% | -7%
COc1ccc2oc(=O)c(-c3nc(-c4nonc4N)no3)cc2c1
→ 5% | 3%
CCOC(=O)CN1C(=O)C(O)(CC(=O)c2cc(OC)ccc2OC)c2ccccc21 (stereo not drawn)
→ 21% | 21%
CCOc1ccc(S(=O)(=O)c2cn(CC)c3ccc(F)cc3c2=O)cc1
→ -6% | 0%
Cc1[nH][nH]c(=O)c1C(c1ccccc1OCc1ccccc1Cl)c1c(C)[nH][nH]c1=O
→ -19% | ?
Cc1c(Cl)cccc1NC(=O)C1CCCc2ccccc21 (stereo not drawn)
→ 1% | -1%
COc1cc(F)ccc1-c1ccc(=O)n(Cc2cccc(F)c2)n1
→ 3% | -14%
O=C(COC(=O)c1c2c(nc3ccccc13)CCCC2)c1ccc(Oc2ccc(Cl)cc2[N+](=O)[O-])cc1
→ -12% | -6%
CCOc1ccc(C(c2c(O)cc(C)n(CCOC)c2=O)N2CCN(c3ccc(F)cc3)CC2)cc1 (stereo not drawn)
→ 60%[activator] | -12%
COc1cc(NS(=O)(=O)c2ccc(NC(=O)C(C)Oc3ccc(Cl)cc3Cl)cc2)nc(OC)n1 (stereo not drawn)
→ 1% | -27%
Cc1cccc(-n2nnc(-c3nc(-c4cccs4)no3)c2N)c1C
→ 11% | 13%
Cc1ccc(NC(=O)CCS(=O)(=O)c2cccc3nonc23)c(C)c1
→ -2% | 43%[activator]
O=C(CCCCCn1c(=O)[nH]c2ccccc2c1=O)NCc1cccc(Cl)c1
→ 47%[activator] | 13%
O=C(O)c1ccc2c(c1)c(C(C(=O)O)N1CCCC1)cn2Cc1ccccc1 (stereo not drawn)
→ -5% | -3%
O=C(C1CCCN(S(=O)(=O)c2cccs2)C1)N1CCN(c2cccc(Cl)c2)CC1 (stereo not drawn)
→ -13% | -29%
Cc1ccc(Cc2nc3ccccc3nc2SCC(=O)NCc2ccccc2Cl)cc1
→ 4% | 10%
O=C(Cn1ncc2c([nH]c3ccccc32)c1=O)NCCCN1CCN(c2ccc(F)cc2)CC1
→ -6%[57.5 µM] | 10%
CC(C)(C)c1cc(NC(=O)Nc2ccc(Cl)c(Cl)c2)no1
→ -10% | -7%

6 compounds out of the list, arranged by heavy-atom count, largest number first.
Second line of a record – UDG counterscr | AID inh
COc1cccc(Cn2c(=O)n(-c3cccc(Cl)c3)c(=O)c3c4c(sc32)CN(C(C)=O)CC4)c1
→ -13% | -18%
Cc1[nH][nH]c(=O)c1C(c1ccccc1OCc1ccccc1Cl)c1c(C)[nH][nH]c1=O
→ -19% | ?
COC(=O)c1[nH]c2ccccc2c1NC(=O)CN1CCC2(CC1)OCCO2
→ -4% | 0%
CCOc1ccc(S(=O)(=O)c2cn(CC)c3ccc(F)cc3c2=O)cc1
→ -6% | 0%
O=C(/C=C/c1ccc(-c2ccccc2Br)o1)c1ccccc1
→ -11% | -13%
COc1ccc(/C=C(/Cl)c2nc3ccccc3s2)cc1
→ -4% | 16%

Remaining list, next part:
Second line of a record – UDG counterscr | AID inh
CCCOC(=O)c1c(-c2ccc(OCC)cc2)csc1NC(=O)c1ccoc1C
→ -4% | -2%
CCCN1CNC(=S)N(N2CN(CCC)CNC2=S)C1
→ -2% | 4%
COc1ccc(N2CC(C(=O)Nc3ccc(NC(C)=O)cc3)CC2=O)cc1 (stereo not drawn)
→ 2% | 17%
C/C=C/c1ccc(OCC(O)CNCc2ccc(OC)cc2)c(OC)c1 (stereo not drawn)
→ -6% | -7%
COc1cc(NC(=O)CCc2c(C)nc3c4c(C)cc(C)nc4nn3c2C)cc(OC)c1
→ -9%[57.5 µM] | ?
CCSc1ccccc1C(=O)Nc1ccc(-c2nc3ccccc3s2)c(O)c1
→ -8% | -10%
O=C(C1CN(C(=O)c2nn(-c3ccccc3)c(=O)c3ccccc23)c2ccccc2O1)N1CCCCC1 (stereo not drawn)
→ -2% | -10%
Cc1ccc(C(=O)C(C#N)C(=O)Nc2ccccc2C)cc1C (stereo not drawn)
→ 6% | -9%
CCc1nc2nc(C)cc(Nc3cc(Cl)ccc3OC)n2n1
→ -7% | -10%
COc1ccc(-c2[nH]c3ccccc3c2SCCNC(=O)c2ccc(S(=O)(=O)N(C)C)cc2)cc1
→ 2% | ?
Cc1ccc2nc(NC(=O)CSc3ncc(C(=O)Nc4ccc(F)cc4)c(=O)n3C)sc2c1
→ -1% | 1%
O=C(OCc1ccccc1)c1cnc2ccccc2n1
→ 8% | 20%
COc1cc2c(cc1OC)-c1cc(=Nc3c(C)cc(C)cc3C)n(C)c(=O)n1CC2
→ -11% | ?
Cc1cccc(CCNC(=O)c2ccc3c(c2)nc2n3CCC(C)C2)c1 (stereo not drawn)
→ 5%[57.5 µM] | -10%
COC(=O)c1ccccc1NC(=O)CSc1nc2ccsc2c(=O)n1CCC(C)C
→ -3%[57.5 µM] | 0%
CCOc1ccc(N2CC(c3nc4ccccc4n3CCCOc3ccccc3OC)CC2=O)cc1 (stereo not drawn)
→ -5% | 3%
COCCCNC(=O)c1c(NC(=O)c2cc(=O)c3cc(C)c(C)cc3o2)sc2c1CCCC2
→ -6% | 2%
O=C(OCc1nc2ccccc2o1)c1ccc(CO)cc1
→ -4% | -7%
COc1ccc(C)cc1N1CC(C(=O)Nc2ncn[nH]2)CC1=O (stereo not drawn)
→ 5% | 1%
COc1ccc(S(=O)(=O)NCC(c2ccco2)N2CCOCC2)cc1C (stereo not drawn)
→ -3%[57.5 µM] | -1%
COC(=O)c1ccc(Cn2c(=O)cc(C)c3c(C)nn(C)c32)cc1
→ -8% | ?
CCc1ccc(CNC(=O)c2ccc(NC(=O)N3CCSc4ncccc43)cc2)cc1
→ 9% | -6%
Cc1ccc(NC(=O)CN2C(=O)c3ccccc3Sc3ccc(C(=O)N4CCCC4)cc32)cc1
→ -12%[57.5 µM] | -6%
O=C(COc1ncnc2ccccc12)Nc1ccc(Oc2ccccc2)cc1
→ 2% | -2%
Cc1ccc(C(=O)Nc2cc(-c3nc4ccccc4s3)ccc2C)c(C)c1
→ 0% | 4%
CC1=C(C(=O)NCc2cccc(F)c2)C2(CCCCCC2)OC1=O
→ 31%[activator] | 1%
O=C(COc1ccccc1)Nc1ccc2nc(SCCOc3ccccc3)sc2c1
→ 31%[activator] | -20%
COC(=O)c1ccccc1NC(=O)c1cc2ccccn2n1
→ ? | ?
CCOC(=O)c1ccc(NS(=O)(=O)c2ccc3c(c2)CCN3C(=O)CC)cc1
→ -12% | -13%
Cc1cc(C)cc(NC(=O)NCC2CCN(Cc3cc(C)ccc3C)CC2)c1
→ -8% | -24%

Second line of a record – UDG counterscr | AID inh
Cc1ccccc1-c1noc(CSc2nc(-c3ccc(F)cc3)cc(=O)[nH]2)n1
→ 7% | 4%
CCOc1ccc(OCC)c(NC(=O)CC(C)n2nc(C)cc2C)c1 (stereo not drawn)
→ 5% | 2%
Cc1oc2c(cc(NS(=O)(=O)c3ccc(Br)cc3)c3ccccc32)c1C(=O)OCc1ccccc1
→ ? | -3%
CCc1ccc(NC(=O)c2cnn(-c3ccccc3)c2-n2cccc2)cc1
→ -7% | -21%
Nc1nn(-c2ccccc2)nc1C(=O)OCc1ccc(Cl)cc1
→ ? | 4%
COc1ccc2c(c1)c(C(C(=O)O)N1CCN(c3ccccc3OC)CC1)cn2CCC(=O)O (stereo not drawn)
→ 5% | -7%
Cc1cccc(NC(=O)CSc2nc3c(sc4ccccc43)c(=O)n2CCCC(=O)NC2CCCC2)c1
→ 3%[57.5 µM] | -7%
CCOc1ccc(CNC(=O)CCCn2c(=O)c3cccn3c3ccccc32)cc1
→ 4%[57.5 µM] | 5%

2 records picked at random from those above, as already listed:
Second line of a record – UDG counterscr | AID inh
CCOc1ccc(OCC)c(NC(=O)CC(C)n2nc(C)cc2C)c1 (stereo not drawn)
→ 5% | 2%
CCOc1ccc(CNC(=O)CCCn2c(=O)c3cccn3c3ccccc32)cc1
→ 4%[57.5 µM] | 5%

Screening data as filed in PubChem.
